Compound activity from PubChem BioAssay.
CCHFV vOTU inh: blocks the CCHF virus ovarian tumor domain protease; CCHFV vOTU protease, Pep-AMC fluorescence; inhibition, % at 11.5 µM; actives 0.55% (n = 370,000); AID 651958; further: 0% = vehicle wells with enzyme and 100% = no enzyme wells
UGM FP inh: blocks M. tuberculosis UGM enzyme | purified UGM, fluorescence polarization probe displacement | actives 0.06% (n = 320,000) | AID 504406 | inhibition, % at 10 µM | P9WIQ1; in the data active means inhibition above about 10%, passing the limit was not always enough; inconclusive means no clear call, values can overlap the other calls
Target sequence (P9WIQ1 whole entry, looked up): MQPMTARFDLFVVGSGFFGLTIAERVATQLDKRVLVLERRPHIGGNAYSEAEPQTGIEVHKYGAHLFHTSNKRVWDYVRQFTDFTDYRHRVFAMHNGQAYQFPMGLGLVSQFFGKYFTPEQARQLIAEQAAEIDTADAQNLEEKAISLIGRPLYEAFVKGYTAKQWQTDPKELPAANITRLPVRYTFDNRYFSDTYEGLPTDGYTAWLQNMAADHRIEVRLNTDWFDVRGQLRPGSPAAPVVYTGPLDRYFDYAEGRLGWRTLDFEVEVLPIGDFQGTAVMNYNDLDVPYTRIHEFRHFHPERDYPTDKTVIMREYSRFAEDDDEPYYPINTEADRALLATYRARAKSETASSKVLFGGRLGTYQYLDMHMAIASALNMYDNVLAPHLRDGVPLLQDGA
MazF activator: activators of E. coli MazEF toxin-antitoxin RNase. P0AE70. FAM/BHQ RNA-DNA oligo cleavage fluorescence, 5 h. activation, % at 20 µM. actives 0.32% (n = 350,000). AID 504720; in the data active means activation above about 50%
Target sequence (P0AE70 whole entry, looked up): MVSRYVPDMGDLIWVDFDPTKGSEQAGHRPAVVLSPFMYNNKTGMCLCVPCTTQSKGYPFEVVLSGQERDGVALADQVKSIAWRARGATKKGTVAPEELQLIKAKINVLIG
FBA Mtb inh: Mtb fructose-bisphosphate aldolase inhibition. P9WQA3. purified M. tuberculosis FBA, fluorescence read-out. inhibition, % at 1 µM. actives 2.3% (n = 360,000); in the data active means inhibition above about 27%;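 further: 0% = vehicle and 100% = reference inhibitor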
Target sequence (P9WQA3 whole entry, looked up): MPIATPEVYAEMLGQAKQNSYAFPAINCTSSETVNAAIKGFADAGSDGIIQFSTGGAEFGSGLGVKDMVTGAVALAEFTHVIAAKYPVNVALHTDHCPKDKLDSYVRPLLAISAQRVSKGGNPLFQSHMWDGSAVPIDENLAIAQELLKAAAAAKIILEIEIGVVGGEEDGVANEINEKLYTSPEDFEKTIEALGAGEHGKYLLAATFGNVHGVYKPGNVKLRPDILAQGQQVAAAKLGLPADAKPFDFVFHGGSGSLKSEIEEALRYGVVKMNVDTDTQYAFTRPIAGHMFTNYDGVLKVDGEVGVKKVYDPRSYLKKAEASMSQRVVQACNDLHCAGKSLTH
Mtb BioA inh: inhibitors of Mycobacterium tuberculosis BioA enzyme | purified M. tuberculosis BioA enzyme, plate reader | inhibition, % at 9.99 µM | actives 0.096% (n = 360,000); in the data active means inhibition above about 40%; inconclusive means no clear call, values can overlap the other calls
Rv3671c protease: Rv3671c (M. tuberculosis) protease inhibition | P9WHR9 | inhibition, % at 5.96 µM | actives 0.048% (n = 320,000); in the data active means inhibition above about 38%;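 further: extracellular domain of Rv3671c used as enzyme; 0% = enzyme with DMSO and 100% = no enzyme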
DUSP3 inh: DUSP3 (human) phosphatase inhibition; P51452; recombinant VHR phosphatase, pNPP absorbance; inhibition, % at 13.3 µM; actives 0.52% (n = 290,000); in the data active means inhibition above about 50%; further: some compounds called inactive have numbers as strong as hits
Target sequence (P51452 whole entry, looked up): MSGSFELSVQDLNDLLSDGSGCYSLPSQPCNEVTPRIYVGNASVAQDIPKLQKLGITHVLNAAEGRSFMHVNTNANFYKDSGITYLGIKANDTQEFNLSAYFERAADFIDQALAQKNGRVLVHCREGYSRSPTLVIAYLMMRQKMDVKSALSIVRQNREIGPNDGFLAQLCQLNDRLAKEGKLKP
GDH-TPI counter: inhibits GDH-TPI coupling enzymes, artifact for Mtb FBA screen; GDH-TPI coupled enzyme counterscreen, NADH absorbance; inhibition, % at 4.8 µM; actives 1.2% (n = 360,000); AID 588335;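 further: 0% = DMSO wells and 100% = wells lacking the enzyme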
BoNT F protease: BoNT F light chain protease inhibition; Multiplex microsphere protease cleavage assay, flow cytometry; inhibition, % at 10 µM; actives 0.22% (n = 360,000); in the data active means inhibition above about 35%, passing the limit was not always enough; inconclusive means no clear call, values can overlap the other calls; further: plate controls were buffer without enzyme for full effect and enzyme alone for no effect
FadD28 FP inh: inhibitors of Mycobacterium tuberculosis FadD28 bisubstrate binding | FadD28 bisubstrate probe binding, fluorescence polarization | inhibition, % at 12.5 µM | actives 0.22% (n = 360,000) | AID 588549; in the data active means inhibition above about 8.5%, passing the limit was not always enough; inconclusive means no clear call, values can overlap the other calls
* hit, by the source's call; ? = inconclusive; nt = no result given. Unless noted, no stated cut-off is given here; in the data, active means inhibition above about 30%; inactive means the rest.

SMILES	CCHFV vOTU inh	UGM FP inh	MazF activator	FBA Mtb inh	Mtb BioA inh	Rv3671c protease	DUSP3 inh	GDH-TPI counter	BoNT F protease	FadD28 FP inh
O=C(N[C@H]1C/C=C\C[C@@H](CC(=O)N(CCO)Cc2ccccc2)C(=O)NC[C@H](c2ccccc2)OC1=O)OCC1c2ccccc2-c2ccccc21	10	0.3	-13	1	0.3	-20	nt	4	-11	-1.7
CC(=O)Nc1cccc(C(=O)N(CCc2ccccc2)Cc2ccccc2)c1	-2	2.6	-1	1	-0.1	nt	-7	7	-7	-1.7
O=C(COC(=O)CNC(=O)c1ccccc1F)Nc1cccnc1Cl	-4	-0.3	-14	5	nt	2	12	2	-2	-1.3
Cc1c(N=C(N)/N=C(\N)Nc2ccccc2)c(=O)n(-c2ccccc2)n1C	1	0.0	11	1	nt	0	7	5	-2	-2.1
COc1ccc2sc(N(CCCN(C)C)C(=O)c3ccc(S(=O)(=O)N(C)Cc4ccccc4)cc3)nc2c1	7	0.0	4	-1	0.7	2	nt	-6	4	-7.2
CN(C(=O)c1cccc(NC(=O)Cc2ccc(NC(=O)C3CCN(C(=O)c4ccccc4)CC3)cc2)c1)C1CCC1	-6	nt	4	1	1.7	nt	nt	-5	-8	-2.8
CC(=O)Nc1cccc(NC(=O)CSc2nnc(Cc3cccn3C)n2CCc2ccccc2)c1	1	4.0	0	0	-11	-19	12	-4	-6	-3.4
COc1ccc(C(=O)NCc2nnc(SCC(=O)Nc3nc4ccc(C)cc4s3)o2)cc1OC	-3	0.2	29	3	nt	-5	8	5	0	-2.7
COc1ccc(Cl)cc1N(CC(=O)Nc1ccccc1C(=O)N1CCOCC1)S(C)(=O)=O	-5	1.4	1	-1	-2.3	-1	19	6	-2	-3.9
CC(=NCc1ccco1)c1c(O)n(C2CCCCC2)c(=O)[nH]c1=O	26	0.2	4	1	3.7	-17	22	9	2	-3.7
CC(C)(C)C1CCC(OC(=O)c2ccncc2)CC1 (stereo not drawn)	7	0.0	-1	1	-1.4	-1	32	3	5	-0.9
CC(=O)Nc1cccc(-c2ccnc3c2CC(C)(C(=O)NCCC(F)(F)F)O3)c1 (stereo not drawn)	1	nt	nt	0	1.8	nt	nt	6	-5	-4.7
Cn1nc(C(=O)NCC2CCCO2)c2ccccc2c1=O (stereo not drawn)	-8	2.3	-2	1	-4.6	-5	8	1	13	-0.2
O=C(CNC(=O)C1CCCCC1)OCc1cc(=O)oc2ccc3ccccc3c12	-74	-1.8	-4	43*	-0.6	9	-2	10	5	-0.5
CCOc1ccc(C(=O)NC2CCN(CC(=O)NCc3ccccc3)CC2)cc1	19	-2.8	6	1	17	-5	62	-1	0	1.1
CCOC(=O)C1=C(CC)Nc2ccccc2N=C1N	-14	3.3	-7	0	nt	5	-11	6	-7	2.0
O=C(CCl)Nc1ccccc1Sc1ccc(Cl)cc1	3	-2.7	1	0	nt	-2	27	-17	-5	-5.0
COc1cc([N+](=O)[O-])c2nc(C)ccc2c1[N+](=O)[O-]	1	nt	5	-2	nt	nt	nt	12	6	-3.6
Cc1cc2c(C)nc(N/N=C/c3ccccc3)nc2o1	13	4.9	-4	-1	-1.1	-1	11	28	-5	-1.7
CCOC(=O)CCCSc1nnc(CCCCCN2C(=O)c3cccc4cccc(c34)C2=O)o1	15	1.6	-7	5	nt	-8	23	10	-5	0.3
Cc1ccc2nc(SCC(=O)Nc3ccccc3F)nc(=O)n2c1	-10	0.1	1	-1	5.3	-2	nt	17	4	-1.7
CCCCc1ccc(-c2nn[nH]n2)nc1	1	nt	5	3	nt	nt	nt	10	-5	-1.3
O=C(N/N=C/C=C/c1ccccc1)c1n[nH]c2c1CCC2	2	-1.7	-13	-1	-1.5	-4	13	29	-8	-4.2
O=C(NCCc1nc(-c2ccccc2Cl)no1)c1ccccc1	7	-1.8	3	0	1.2	7	nt	-3	-4	-4.5
CSCCC(C(=O)Nc1c(C)cccc1C)N(Cc1ccccc1)Cc1ccccc1 (stereo not drawn)	3	nt	nt	0	-1.6	nt	nt	nt	4	-2.0
Cc1ccc(-c2nc(CS(=O)CC(=O)NC3CC3)c(C)o2)cc1 (stereo not drawn)	2	-0.1	5	0	-2.9	-1	-6	-3	3	-2.4
Cc1ccc(N(C(C)C(=O)Nc2cccc(N(C)S(C)(=O)=O)c2)S(C)(=O)=O)cc1 (stereo not drawn)	7	-0.2	5	-2	nt	3	35	2	-14	-1.3
Cc1cc(SCC(=O)Nc2ccc(O)cc2)n2nc(C)c(-c3ccccc3)c2n1	11	-2.1	12	1	-1.6	-3	10	1	-6	-5.4
CC(=O)NC(c1cccc(F)c1)c1nc(-c2csc3ccccc23)cs1 (stereo not drawn)	22	nt	nt	2	-2.3	nt	nt	9	5	-1.2
CN(C)c1nc(N(C)C)nc(N(C#N)CCOc2ccccc2)n1	-2	-2.6	-2	2	1.3	-2	-16	15	2	-1.5
NNC(=O)Cn1c(-c2ccccc2)cc2ccccc21	-10	1.2	0	2	-0.4	-2	1	-1	11	-2.8
O=[N+]([O-])c1ccc(Cl)c(CN2CCC(O)CC2)c1	-6	-0.8	1	-2	nt	3	3	-4	1	-1.1
CCCn1c(NC(=O)c2ccco2)nc2ccccc21	-4	0.5	1	-5	1.9	3	23	23	-12	-3.4
Cc1ccc(C(=O)NCCNC(=O)c2ccc(F)cc2)cn1	-2	1.7	-17	1	2.1	1	12	-2	-3	-2.9
COC(=O)c1ccc(C(=O)OC)c(NC(=O)COC(=O)c2ccc(OC)c(OC)c2OC)c1	-11	-3.0	1	-3	-2.8	10	19	4	-9	-1.3
Cc1cccc(C)c1N(CC(O)Cn1c2ccccc2c2ccccc21)S(C)(=O)=O (stereo not drawn)	4	1.2	-2	4	0.1	-5	30	8	1	-3.5
CN(C)S(=O)(=O)c1ccc(C(=O)Nc2nc(-c3ccccc3)c(C(=O)c3ccccc3)s2)cc1	10	nt	-1	1	-2.1	1	8	11	-3	-2.2
COc1cc(NC(=O)Cn2cnc(S(=O)(=O)N3CCCCC3)c2)cc(OC)c1OC	-15	0.6	-1	-2	0.2	-10	-3	-3	0	-0.7
CC(C)(C)C(=O)N1CCN(C(=O)c2ccco2)CC1	4	1.4	-2	-1	-3.6	-3	23	-5	0	0.7
O=S(=O)(NC1CC1)c1cccc(S(=O)(=O)N2CCCC2)c1	-3	1.1	3	5	-1.7	6	-2	12	-13	-1.1
CCn1cc(C(=O)OCc2cccc(Br)c2)c(=O)c2ccc(C)nc21	-1	-1.3	5	3	-1.3	-2	26	6	19	-2.7
COc1ccccc1/C=C/C(=O)OCC(=O)NC1CCS(=O)(=O)C1 (stereo not drawn)	-9	0.3	-5	14	nt	0	nt	16	-11	-1.0
Cn1c(CNC(=O)CNC(=O)c2ccccc2F)cc(=O)n(C)c1=O	-8	1.8	8	-1	0.4	-8	-2	-8	-2	-3.3
CCOC(=O)N1CCN(S(=O)(=O)c2cc(Br)cc3c2N(C(=O)C2CC2)CC3)CC1	-13	0.2	4	1	-0.6	-3	17	-12	18	-8.1
Cn1c(CCNC(=O)c2ccccc2)nc2cc(NC(=O)C3CCCCC3)ccc21	-13	-4.3	-3	-3	-0.7	3	4	-13	2	-4.2
c1ccc2cc(C3CCCCC3)ncc2c1	-5	3.1	1	0	-1.4	5	nt	-6	-1	-2.4
COc1ccc(NC(=O)[C@@H](NC(N)=O)C(C)C)cc1Cl	2	-1.0	2	3	nt	-1	19	-4	-6	-2.0
Cc1ccc(C)c(S(=O)(=O)N2CCN(c3ncnc4sccc34)CC2)c1	-4	-0.9	-6	2	-1.5	0	nt	-5	0	-3.0
COc1ccc(S(=O)(=O)N2CCC(C(=O)Nc3ccccc3C)CC2)c2cccnc12	-3	-2.9	9	2	nt	8	4	3	-22	-4.3
CC(=O)NC(Cc1ccc(N(CCCl)CCCl)cc1)C(=O)NCC(=O)NCC(=O)O (stereo not drawn)	-22	0.6	-5	2	nt	-2	25	-1	-8	-0.4
O=C(O)CC1(CC(=O)Nc2ccc3ccccc3n2)CCCCC1	9	-2.6	8	-1	0.5	1	2	-2	?	-2.8
O=C(O)C1Cc2c([nH]c3ccccc23)C(c2ccc3c(c2)OCO3)N1 (stereo not drawn)	-3	7.8	5	14	-0.1	-7	14	14	0	0.4
Cc1ccc(CS(=O)(=O)CC(C)(O)c2ccc(Cl)cc2)cc1 (stereo not drawn)	-8	0.7	2	3	1.5	3	6	4	14	-2.6
CCOC(=O)CN1C(=O)C(Sc2n[nH]c(-c3ccc(O)cc3)n2)CCc2ccccc21 (stereo not drawn)	-4	1.7	6	-2	1.0	-6	19	-2	6	-0.8
O=C1C(=O)N(CCO)C(c2ccc(Br)cc2)/C1=C(\O)c1ccccc1 (stereo not drawn)	1	1.4	2	2	-0.2	-3	-12	33*	nt	-0.6
CCOC1OC(=O)C(Cl)=C1Nc1cc(C)ccc1C (stereo not drawn)	-3	-0.1	0	-1	nt	0	-27	4	-11	-3.2
COc1ccc(Br)cc1CN(C)CC(=O)Nc1cccc(S(N)(=O)=O)c1	-3	3.0	-12	2	nt	-10	45	-4	-8	-2.3
COC(=O)c1ccccc1NC(=O)C(=O)NCC1CCCO1 (stereo not drawn)	-2	1.4	1	0	nt	-3	17	-4	-2	-3.7
CN(C)c1cccc2c(S(=O)(=O)Nc3ccccn3)cccc12	38*	0.1	-2	13	-0.5	-18	-12	9	-9	0.1
O=C(N/N=C/c1ccc(F)cc1)c1cc(-c2ccco2)nc2ccccc12	-26	0.3	6	19	-0.3	5	21	18	-3	-6.4

Record cards (already shown).
COc1ccc(NC(=O)[C@@H](NC(N)=O)C(C)C)cc1Cl as listed: CCHFV vOTU inh = 2; UGM FP inh = -1.0; MazF activator = 2; FBA Mtb inh = 3; Mtb BioA inh = nt; Rv3671c protease = -1; DUSP3 inh = 19; GDH-TPI counter = -4; BoNT F protease = -6; FadD28 FP inh = -2.0
CCOC(=O)N1CCN(S(=O)(=O)c2cc(Br)cc3c2N(C(=O)C2CC2)CC3)CC1 as listed: CCHFV vOTU inh = -13; UGM FP inh = 0.2; MazF activator = 4; FBA Mtb inh = 1; Mtb BioA inh = -0.6; Rv3671c protease = -3; DUSP3 inh = 17; GDH-TPI counter = -12; BoNT F protease = 18; FadD28 FP inh = -8.1
O=C(N/N=C/c1ccc(F)cc1)c1cc(-c2ccco2)nc2ccccc12 as listed: CCHFV vOTU inh = -26; UGM FP inh = 0.3; MazF activator = 6; FBA Mtb inh = 19; Mtb BioA inh = -0.3; Rv3671c protease = 5; DUSP3 inh = 21; GDH-TPI counter = 18; BoNT F protease = -3; FadD28 FP inh = -6.4

Remaining list, next part.
SMILES	CCHFV vOTU inh	UGM FP inh	MazF activator	FBA Mtb inh	Mtb BioA inh	Rv3671c protease	DUSP3 inh	GDH-TPI counter	BoNT F protease	FadD28 FP inh
COc1cccc(-n2nnc3c(=O)n(CC(=O)N4CCC(Cc5ccccc5)CC4)cnc32)c1	-2	1.0	-10	0	-0.4	4	12	1	-1	-0.7
Cc1ccc(S(=O)(=O)N2CCCCC2C(=O)NCc2ccco2)cc1 (stereo not drawn)	3	-0.7	-26	4	-0.8	-1	24	-10	-4	-1.2
CCc1nnc(NC(=O)CCC(=O)NC2CCCCCCC2)s1	19	1.9	3	-1	-0.5	-7	-4	-1	-9	-1.0
CCCC(=O)NC(Oc1ccc(C(C)=O)cc1)C(Cl)(Cl)Cl (stereo not drawn)	-15	2.2	-9	-6	nt	3	15	1	-3	-3.2
Cc1ccc(S(=O)(=O)NCCc2cc3ccc(C)cc3[nH]c2=O)cc1	7	1.3	6	8	-2.9	3	18	9	-11	-1.6
COc1ccccc1-c1ccc(SCC(=O)N2CCOCC2)nn1	7	1.8	2	-5	1.1	2	9	12	-6	-3.8
CC(C)OC(=O)c1cccc(NC(=O)c2ccccc2)c1	2	0.4	3	-9	nt	0	3	-6	-2	-2.4
CCOc1ccc(NC(=O)CSc2nccn2Cc2ccco2)cc1	5	0.3	4	-2	0.9	-4	10	-6	-14	-3.5
CCN(CCCNC(=O)C1CCCN(S(=O)(=O)CC)C1)c1cccc(C)c1 (stereo not drawn)	0	1.7	-1	-1	0.1	3	-4	4	10	-1.4
